UBC9 SUMO inh: inhibitors of in vitro SUMOylation cascade, primary screen, biochemical, HTRF, uHTS. inhibition, % at 35 µM. actives 0.36% (n = 290,000). AID 2006, 2009. HTRF SUMOylation assay, SAE1/SAE2 + UBC9; in the data active means inhibition above about 50%, passing the limit was not always enough; further: strong numbers were not always called active
Target sequence (P63279 whole entry, looked up): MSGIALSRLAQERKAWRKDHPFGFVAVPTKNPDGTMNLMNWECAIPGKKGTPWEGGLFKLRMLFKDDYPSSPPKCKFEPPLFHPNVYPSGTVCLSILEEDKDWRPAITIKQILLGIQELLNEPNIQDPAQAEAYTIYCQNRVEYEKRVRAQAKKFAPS
PHOSPHO1 block: PubChem AID 1565. actives 1.1% (n = 290,000). inhibition, % at 13.3 µM. recombinant PHOSPHO1, absorbance phosphatase assay. Phosphoethanolamine/phosphocholine phosphatase (Homo sapiens), Q8TCT1; in the data active means inhibition above about 60%
Target sequence (Q8TCT1 whole entry, looked up): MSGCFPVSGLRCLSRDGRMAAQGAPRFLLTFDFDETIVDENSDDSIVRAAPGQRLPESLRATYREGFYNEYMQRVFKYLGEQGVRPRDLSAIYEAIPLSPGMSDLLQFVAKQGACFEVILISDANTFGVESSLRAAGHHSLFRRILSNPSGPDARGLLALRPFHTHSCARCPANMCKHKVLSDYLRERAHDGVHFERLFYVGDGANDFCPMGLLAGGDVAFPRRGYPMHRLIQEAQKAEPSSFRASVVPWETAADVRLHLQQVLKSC
HCV NS3 hel inh: inhibitors of HCV NS3 helicase, primary screen, biochemical, Cy5 molecular beacon fluorescence; Hepatitis C virus NS3 helicase; NS3 helicase DNA unwinding; inhibition, % at 10.9 µM; actives 0.56% (n = 290,000); AID 1800, 2009;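 active means inhibition above the mean of all tested compounds plus 3 SD, set per campaign, cut at about 35% in these data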;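 further: 0% = DMSO wells and 100% = thioflavine S control wells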
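Compound dosing – single dose, 10.9 µM nominal final, DMSO 0.8% final · System – NS3 helicase fragment of HCV · Buffer or medium – MOPS pH 6.5, MgCl2, DTT, Tween20, BSA · Signal – Cy5 beacon fluorescence read at start and 1 h · Also added – annealed dual-labelled DNA beacon duplex, ATP-started · Schedule – 1 h at 25 °C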
VIM-2 inh: VIM-2 metallo-beta-lactamase inhibitors, primary screen, biochemical, epi-absorbance readout, Pseudomonas aeruginosa enzyme | actives 0.89% (n = 290,000) | purified VIM-2, nitrocefin hydrolysis, epi-absorbance fluorescence | inhibition, % at 5.6 µM;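 active means inhibition above the mean of all tested compounds plus 3 SD, cutoff set per screening run, cut at about 7.5% in these data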;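 further: red hydrolysis product quenches plate fluorescence so inhibitors raise well fluorescence; 0% = enzyme with DMSO and 100% = DMSO without enzyme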
IMP-1 inh: IMP-1 metallo-beta-lactamase inhibitors, primary screen, biochemical, epi-absorbance readout, Pseudomonas aeruginosa enzyme | metallo-beta-lactamase IMP-1 (Pseudomonas aeruginosa) | purified IMP-1, nitrocefin hydrolysis, epi-absorbance fluorescence | inhibition, % at 5.6 µM | actives 0.45% (n = 290,000) | AID 1556, 2009;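 active means inhibition above the mean plus 3 SD of all compounds in the same screening run, cut at about 4.5% in these data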;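 further: 0% = IMP-1 with DMSO and 100% = DMSO wells lacking enzyme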
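Assay system: purified recombinant IMP-1 beta-lactamase. Input: IMP-1 0.2 nM before substrate addition. Buffer or medium: Zinc- and detergent-supplemented HEPES buffer, pH 7.1. Schedule: 25 °C, 15 min preincubation, 25 min reaction. Signal: Epi-absorbance fluorescence, 480 nm excitation, 530 nm emission. Evaluation: percent inhibition from optical density relative to buffer-blank wells.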
p-CIP stab down: p/CIP-EGFP fusion destabilizers, primary screen, fluorescence, F442A cells. 16 h. AID 1984, 2009. decrease of EGFP signal, % at 10 µM. actives 0.01% (n = 290,000);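 active means EGFP signal decrease of at least 30% at 10 µM or well 3 SD below plate mean, unless failing retest; inactive means the rest, including hits failing retest or dose response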; further: some compounds called inactive have numbers as strong as hits; many of its hits are not listed in these tables
FID counter: compounds displacing fluorescent DNA intercalator, primary screen, artefact control for HCV NS3 helicase inhibitor project, biochemical, FID fluorescence. DNA fluorescent intercalator displacement. inhibition, % at 7.9 µM. AID 1845, 2009. actives 0.17% (n = 290,000); in the data active means inhibition above about 37%;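 further: 0% = vehicle and 100% = reference compound; higher means more ethidium bromide displaced from hairpin DNA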
IDE cell activ: human IDE activators in live cells, primary screen, fluorescence polarization, HEK cells, FAbeta-B substrate | Insulin-degrading enzyme (Homo sapiens), P14735 | FAbeta-B cleavage; 0% vehicle, 100% cell-free pure enzyme wells | activation, % at 5.96 µM | actives 0.073% (n = 340,000) | AID 493087, 2011;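 active means activation above the mean of all tested compounds plus 3 SD, set per screening campaign, cut at about 17% in these data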
MEKK3 PB1 HTS: modulators of MEKK3-MEK5 PB1 binding, primary screen, biochemical, wildtype MEKK3, multiplex bead flow cytometry, Alexa488-MEK5; Mitogen-activated protein kinase kinase kinase 3 (Homo sapiens), Q99759; bead-based flow cytometry, Alexa488-MEK5 binding to MEKK3; actives lie on both sides; 0 = blocked by unlabeled MEK5, 100 = vehicle; binding response (% of control), % at 10 µM; actives 1.4% (n = 290,000);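 active means binding response more than 3 SD above or below the average of its plate-row segment, actives on both sides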;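 further: Alexa488 bead fluorescence after subtracting the streptavidin-only scavenger bead signal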
Target sequence (Q99759 whole entry, looked up): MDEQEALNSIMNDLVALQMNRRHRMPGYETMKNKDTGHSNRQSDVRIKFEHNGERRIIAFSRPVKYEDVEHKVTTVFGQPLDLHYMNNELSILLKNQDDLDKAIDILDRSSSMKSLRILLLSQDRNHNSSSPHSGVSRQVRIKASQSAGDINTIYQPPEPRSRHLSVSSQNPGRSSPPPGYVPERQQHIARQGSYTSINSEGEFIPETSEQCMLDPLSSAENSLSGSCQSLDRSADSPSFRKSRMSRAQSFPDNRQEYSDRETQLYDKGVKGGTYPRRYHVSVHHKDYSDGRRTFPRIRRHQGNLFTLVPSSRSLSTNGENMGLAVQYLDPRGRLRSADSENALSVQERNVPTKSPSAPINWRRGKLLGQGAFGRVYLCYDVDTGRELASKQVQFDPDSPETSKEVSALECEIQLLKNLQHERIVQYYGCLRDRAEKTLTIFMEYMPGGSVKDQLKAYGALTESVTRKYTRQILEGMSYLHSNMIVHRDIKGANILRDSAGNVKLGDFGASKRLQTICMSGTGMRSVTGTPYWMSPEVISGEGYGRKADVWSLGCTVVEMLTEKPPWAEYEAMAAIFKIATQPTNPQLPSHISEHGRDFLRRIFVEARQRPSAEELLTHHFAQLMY
Starred values were filed as active, the others as inactive; nt = no result given. A portion of the library; the hit share may differ from the screen's.

structure	p-CIP stab down	UBC9 SUMO inh	HCV NS3 hel inh	IDE cell activ	FID counter	VIM-2 inh	IMP-1 inh	PHOSPHO1 block	MEKK3 PB1 HTS
COc1ccccc1OCCOCCOc1ccccc1Cl	2	-13	-3	0	-21	-1.2	-1.3	-12	95
CC(C)COP(=O)(OCC(C)C)C(O)c1ccc2c(c1)OCO2 (stereo not given)	6	15	7	7	-24	-3.0	-3.7	2	130*
Cc1[nH]c2ccc(F)cc2c1CCNC(=O)C1CCCCC1C(=O)OCC(F)(F)F (stereo not given)	0	-16	4	1	-10	-0.7	-2.9	6	153*
COC(=O)N/N=C/c1cc(C)n(-c2ccc(F)cc2)c1C	1	11	42*	-2	-3	-2.2	-4.4	-18	102
O=C(O)c1ccc(CNS(=O)(=O)c2ccc(Oc3ccccc3Cl)cc2)cc1	-4	-2	-11	4	-35	-1.2	-2.1	24	106
Cc1ccc2c(COC(=O)CNC(=O)c3ccccc3)cc(=O)oc2c1	26	-20	-1	-5	-2	-1.4	-0.3	-4	103
CCSC1=N/C(=C\c2cccc(F)c2)C(=O)S1	-2	-3	15	3	-10	3.8	1.3	-5	100
Cc1cc(C)n(C2CC(=O)N(c3cccc(Cl)c3)C2=O)n1 (stereo not given)	6	6	-2	4	0	-0.6	-1.4	2	102
O=C(CSCc1ccc([N+](=O)[O-])cc1)NN=C1CCCCCC1	-2	-17	-9	4	-5	-3.0	-1.8	0	90
O=C(NCCc1ccc(Cl)cc1)c1ccc(CS(=O)Cc2ccccc2Cl)o1 (stereo not given)	-10	7	-2	0	-50	-1.2	-3.2	26	98
Cc1ccc(C(=O)Nc2nnc(C)s2)o1	4	7	-8	4	-1	-3.7	-3.4	2	100
Cc1ccc(C2C(C(=O)c3cccs3)=C(O)C(=O)N2CCN2CCOCC2)o1 (stereo not given)	5	-9	0	1	-4	-0.1	-1.9	-7	104
Nc1nccnc1C(=O)OCC(=O)Nc1cccc(S(=O)(=O)N2CCCCC2)c1	-5	24	1	3	-9	-4.1	-5.4	-1	103
CC(=O)N/N=C/c1cc(C(C)C)cc(/C=N/NC(C)=O)c1O	-24	31	-10	-46	-7	34*	0.3	45	94
CCCC(=O)C1=C(O)C(C(=O)OC)C(C)(C)CC1=NC(C)C (stereo not given)	-2	0	4	2	-7	-2.6	-0.3	-7	99
C=CCN(CC=C)C(=O)c1ccc(OC2CCN(Cc3ccccn3)CC2)cc1	2	0	-9	1	-4	-2.7	-0.8	-3	93
CCOC(=O)CCc1c(C)nc2c(c(C)nn2-c2ccccc2)c1C	-1	9	-18	2	-24	-0.1	-0.1	33	103
Cc1ccc(-c2nnn(CCC(=O)N3CCCCC3C)n2)cc1 (stereo not given)	-1	-4	4	1	-15	-0.7	-1.1	2	104
CCOC(=O)c1c(S(=O)(=O)Nc2ccc(C)cn2)c(C)n(C)c1C	-27	16	7	0	-10	-2.4	-3.2	23	104
O=c1c2sc3nc(N4CCOCC4)c4c(c3c2ncn1-c1ccccc1)CCCC4	4	-15	2	1	-21	-0.6	-2.1	-7	95
COc1ccc(C(=O)NCc2nnc(SCC(=O)Nc3ccccc3OC)n2C)cc1	-7	5	2	3	-16	-2.2	-2.5	53	101
CCc1nc(SCc2cc(Cl)ccc2OC)n[nH]1	-5	-15	-1	4	-4	-0.5	2.9	-4	98
CCN(CC)S(=O)(=O)c1ccc(-c2nnc(SCC(=O)N3CCOCC3)o2)cc1	-11	18	-2	4	-20	2.5	0.6	-4	90
CC(C)(C)SC(=O)CC1NS(=O)(=O)OC2CCCCC12 (stereo not given)	-14	11	11	-1	-18	-3.2	-2.8	-41	104
CC1CCN(CCOc2ccc(Cl)c(Cl)c2)CC1	-3	-6	-3	3	10	0.1	-0.9	18	97
Nc1ccc2c(c1)COc1ccccc1O2	-21	3	-1	-4	6	0.8	-2.3	13	102
CC(C)(C)c1ccc(C(=O)/C(C#N)=C/c2cccs2)cc1	-17	8	14	-1	-4	-0.8	-2.3	20	99
CN(C(=O)COC(=O)Cn1c(C(F)(F)F)nc2ccccc21)c1c(N)n(Cc2ccccc2)c(=O)[nH]c1=O	-3	-9	12	8	-22	-0.4	1.8	-24	104
COc1cc(CNc2ccc(N3CCCC3)cc2)ccc1OCc1ccccc1F	-19	14	7	-2	-5	-4.3	-3.0	31	89
Cc1cnc(CN(C)Cc2c(C(=O)N3CCCCCCC3)nc3ccc(Cl)cn23)[nH]1	5	0	-9	-3	3	-1.4	-2.6	36	99
Cc1cccc(C)c1NC(=O)c1sccc1SCc1cccc(C(F)(F)F)c1	-2	-30	-12	10	-18	0.3	-3.1	-40	103
COc1cccc2sc(NC(=O)c3ccc(S(=O)(=O)N4CCOCC4)cc3)nc12	1	7	-18	-2	-8	-4.1	-4.8	-4	97
COc1ccc(S(=O)(=O)N(CC(=O)O)Cc2ccccc2)cc1OC	-5	11	-3	6	-11	0.7	-2.0	18	99
CCCC1(c2ccccc2)NC(=O)N(CC(=O)Nc2ccccc2C(F)(F)F)C1=O (stereo not given)	-1	-1	-10	3	-25	0.5	-2.9	27	98
CCCCNC(=O)c1onc(CCl)c1C(=O)OC	-4	-3	7	-4	3	-3.3	-2.7	35	93
O=C(c1ccc2ccccc2c1)N1CCCC1	-22	-4	3	1	-8	-3.5	-2.6	34	107
O=C(c1ccco1)N1CCN(C(c2ccccc2Cl)c2nnnn2Cc2cccs2)CC1 (stereo not given)	0	14	-9	-2	-30	-2.7	-3.3	13	105
CCCN(CC(=O)Nc1ccc(C(N)=O)cc1)CC(=O)Nc1cc(Cl)ccc1Cl	-8	-6	3	7	0	-4.4	-3.0	21	94
CCN(CC)CC(=O)Nc1nn(-c2ccccc2)nc1C(N)=O	5	1	1	-1	4	-4.8	-2.3	48	115
Cc1ccccc1N=Nc1c(C)[nH]n(-c2ccccc2)c1=O	-1	9	-5	nt	-1	-2.7	-1.6	5	98
COc1cc(CC(=O)Nc2nc(-c3ccccc3)c(C(C)=O)s2)cc(OC)c1OC	-1	-11	-24	0	-19	-0.5	-4.3	19	102
Cc1ccc(S(=O)(=O)CCN2CCN(c3ccccc3)CC2)cc1	7	-1	3	-6	-22	-2.4	-1.9	40	102
O=C1C(=O)N(CCN2CCOCC2)C(c2cccc(Cl)c2)/C1=C(\O)c1ccc2c(c1)OCCO2 (stereo not given)	-14	8	3	5	-65	-0.7	-2.5	22	99
CN(Cc1ccccc1)c1ccc(C(CC(N)=O)NC(=O)Cc2cccc3ccccc23)cc1[N+](=O)[O-] (stereo not given)	-1	-22	-5	3	-22	-4.6	-2.5	10	98
Cc1nn(-c2ccccc2)c2sc(C(=O)OCC(=O)N3CCCCC3)cc12	-2	39	nt	4	nt	nt	nt	-16	100
COC(=O)Cc1c(C)[nH]n(-c2cc(Cl)cc(Cl)c2)c1=O	-11	24	16	5	2	-3.5	0.1	12	106
Cc1ccc(CNS(=O)(=O)NCc2ccc(Cl)cc2)cc1	-8	21	-13	-1	-2	-0.2	-1.9	38	99
CCCN1C(=O)/C(=C2/C=Cc3ccccc3N2CC)SC1=S	0	8	-15	6	7	-1.7	-3.7	0	107
Cn1c(CNC(=O)c2ccco2)nnc1SCC(=O)c1ccccc1	9	0	2	-5	-1	-1.6	-3.2	18	113
O=C(Nc1nnc(COc2ccc(F)cc2)s1)c1cccs1	11	-2	0	6	0	-2.7	-8.0	38	105
COc1cc(C(=O)/C=C/Nc2ccc(NC(C)=O)cc2)cc(OC)c1OC	-9	21	-5	0	-24	-5.0	-3.7	8	117
COc1ccc(C(=O)NCC(c2cccnc2)N2CCN(c3ccccc3OC)CC2)cc1OC (stereo not given)	-12	2	-2	-2	-24	0.7	-2.3	3	nt
CCOc1ccc(NC(=O)c2ccc(-c3csc(C)n3)cc2)cc1	-7	18	-7	-8	-9	-1.8	-2.1	19	106
FC(F)Sc1ccc(NC(=S)NC2CCCCC2)cc1	-2	16	-4	4	-4	-3.3	-5.0	5	95
S=C1NC(c2ccccc2)N2C(=S)NC(c3ccccc3)N12 (stereo not given)	2	8	-7	-1	2	-4.2	-4.7	1	102
Cn1c(=O)c(=O)n(C)c2cc(N3CCCCC3)c(NS(=O)(=O)c3ccc([N+](=O)[O-])cc3)cc21	0	13	-11	1	-11	-0.5	-0.7	14	101
O=C(Nc1cccc([N+](=O)[O-])c1)Nc1cnccn1	15	1	1	-5	-1	-1.3	-2.1	29	105
Cc1cc(NC(=O)CC2CCCC2)n(-c2nc3ccccc3[nH]2)n1	-11	-2	0	10	-7	2.1	2.1	12	110
COc1ccc(CCNc2ncnc3c2c(C)c(C)n3CCCN(C)C)cc1OC	-3	12	2	0	4	0.9	-1.4	38	106
CCN(CC)C(=O)Cn1cc(C(=O)C(=O)N2CCc3ccccc32)c2ccccc21	1	1	-4	5	-26	-0.1	-2.2	-18	99

Following part:
structure	p-CIP stab down	UBC9 SUMO inh	HCV NS3 hel inh	IDE cell activ	FID counter	VIM-2 inh	IMP-1 inh	PHOSPHO1 block	MEKK3 PB1 HTS
Cc1ccc(NC(=O)c2noc3c2CC(C(C)(C)C)CC3)cc1 (stereo not given)	-26	21	0	6	1	-0.7	-2.8	3	97
O=C(N/N=C/c1ccncc1)c1nc2ccccc2c(=O)[nH]1	-10	-2	0	1	-5	-1.6	-1.1	33	101
CCOC(=O)c1ccc(N2CCN(c3ccccc3F)CC2)c(NC(=O)Nc2ccccc2)c1	-5	-9	0	1	-12	-0.6	0.3	-5	102
COc1ccc(NC(=O)c2c(NC(=O)CNCC(C)C)sc3c2CCC3)c(OC)c1	6	1	2	3	-2	-1.2	-1.2	-32	96
NS(=O)(=O)c1ccc(NC(=O)CN2CCCc3ccccc32)cc1	-4	-9	-10	1	0	-2.6	-2.8	37	96
O=c1c(F)cn(C2CCCO2)c(=O)n1Cc1ccccc1Cl (stereo not given)	-12	4	3	8	-2	0.0	1.8	13	99

Part of the list above, field by field.
> NS(=O)(=O)c1ccc(NC(=O)CN2CCCc3ccccc32)cc1
  p-CIP stab down: -4; UBC9 SUMO inh: -9; HCV NS3 hel inh: -10; IDE cell activ: 1; FID counter: 0; VIM-2 inh: -2.6; IMP-1 inh: -2.8; PHOSPHO1 block: 37; MEKK3 PB1 HTS: 96

> O=c1c(F)cn(C2CCCO2)c(=O)n1Cc1ccccc1Cl (stereo not given)
  p-CIP stab down: -12; UBC9 SUMO inh: 4; HCV NS3 hel inh: 3; IDE cell activ: 8; FID counter: -2; VIM-2 inh: 0.0; IMP-1 inh: 1.8; PHOSPHO1 block: 13; MEKK3 PB1 HTS: 99
